# High-throughput results from PubChem BioAssay.
# BCLXL inh: inhibitors of human Bcl-xL; 0.7% of 320,000 active; GST-Bcl-xL / FITC-Bim BH3 peptide fluorescence polarization; AID 2129; Q07817; inhibition, % at 10.9 µM;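 active = inhibition above the mean of all tested compounds plus 3 SD, cutoff set per campaign, cut at about 30% in these data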;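 note: 0% = DMSO wells and 100% = unlabeled Bim-BH3 peptide competitor; inhibitors lower millipolarization by displacing the labeled peptide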
# Target sequence (Q07817 whole entry, looked up): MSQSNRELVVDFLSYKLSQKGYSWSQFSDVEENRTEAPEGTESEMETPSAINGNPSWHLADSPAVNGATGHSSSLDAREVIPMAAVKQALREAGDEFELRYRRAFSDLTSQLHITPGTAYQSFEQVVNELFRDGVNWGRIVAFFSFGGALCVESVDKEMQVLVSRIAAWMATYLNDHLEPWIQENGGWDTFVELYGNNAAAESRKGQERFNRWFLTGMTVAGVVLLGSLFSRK
# GRK2 aptamer HTS: blocks RNA aptamer binding to human GRK2; P25098; bead flow cytometry, FAM-aptamer displacement from GRK2; inhibition of aptamer binding, % at 10 µM; 0.59% of 330,000 active; AID 488847;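 active = inhibition of aptamer binding above 40%, roughly 3 SD of noise, on plates passing a quality check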;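 note: median bead fluorescence of bound FAM aptamer so fluorescent compounds give negative values; no value below 0 was filed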
# VLA-4 inh: inhibition in a human VLA-4 binding assay; AID 2557; 0.2% of 330,000 active; inhibition, % (about 7 µM as worked out from the volumes in the protocol); VLA-4 expressing cells, ligand binding flow cytometry; in the data active = inhibition above about 50%
# MCL1-BIM inh: disrupts human MCL1 binding to BIM-BH3 peptide | 0.68% of 320,000 active | AID 2057 | GST-MCL1 / FITC-Bim-BH3 fluorescence polarization | Q07820 | inhibition, % at 10.9 µM;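 active = inhibition above the mean inhibition of all tested compounds plus 3 SD, set per campaign, cut at about 40% in these data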;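 note: 0% = DMSO wells and 100% = unlabeled Bim-BH3 peptide control; higher means more loss of mP so more displacement of Bim peptide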
# Target sequence (Q07820 whole entry, looked up): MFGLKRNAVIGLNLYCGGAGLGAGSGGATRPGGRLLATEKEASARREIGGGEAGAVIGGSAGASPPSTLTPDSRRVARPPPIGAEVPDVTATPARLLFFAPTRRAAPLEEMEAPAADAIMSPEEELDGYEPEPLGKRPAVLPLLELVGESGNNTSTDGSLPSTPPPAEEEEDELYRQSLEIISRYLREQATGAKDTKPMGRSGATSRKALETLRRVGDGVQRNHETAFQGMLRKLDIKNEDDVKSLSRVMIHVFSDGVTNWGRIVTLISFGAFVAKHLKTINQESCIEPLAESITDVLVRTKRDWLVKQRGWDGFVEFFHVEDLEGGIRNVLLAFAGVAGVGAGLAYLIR
# MEX-5 binding: C. elegans MEX-5 TCR-2 RNA binding activity; MEX-5/FITC-TCR2 RNA binding, fluorescence polarization; stronger effect = lower value; activity score (negative = inhibition of binding), % at 10 µM; 0.38% of 300,000 active;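 active = inhibition past about -25% in most replicates, and total fluorescence under double the plate's negative control median, limit read from the data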;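 note: 0% = DMSO and -100% = 5 µM competing unlabeled TCR2 RNA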
# Efflux pump inh: antifungal efflux pump inhibition, Nile Red retention; S. cerevisiae Candida pump triplex; inhibition, % at 10 µM; 0.44% of 330,000 active;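 active = plate passing quality check with inhibition over a set limit, or well fluorescence over plate mean plus 4 SD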;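 note: Nile Red retained in pooled yeast measured as flow cytometry median fluorescence; 0% = buffer negative control and 100% = Enniatin B positive control; higher means more Nile Red kept so more efflux inhibition; some compounds called inactive have numbers as strong as hits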
# Fam108B inh: counter-screen for RBBP9 inhibitors: inhibitors of mouse Fam108B | 0.33% of 300,000 active | recombinant Fam108B, FP-Rh probe fluorescence polarization | AID 1947 | inhibition, % at 9.51 µM;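 active = inhibition above the screen mean inhibition plus 3 SD, computed separately per campaign, cut at about 18% in these data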;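 note: inhibitors lower polarization as less probe binds the enzyme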
# GLD-1 RNA inh: GLD-1-TGE RNA interaction inhibition (C. elegans). Q17339. purified GLD-1 + fluorescein TGE RNA, fluorescence polarization. inhibition, % at 5.96 µM. 0.44% of 320,000 active. AID 2280;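 active = percent inhibition above a per-plate cutoff, the plate mean of test compounds plus 3 SD, cut at about 30% in these data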;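 note: 0% = DMSO wells with GLD-1 and probe and 100% = wells lacking GLD-1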
# PME-1 primary: blocks human protein phosphatase methylesterase 1 | Q9Y570 | inhibition, % at 5.9 µM | recombinant PME-1, FP-Rh probe fluorescence polarization | 0.53% of 320,000 active | AID 2130;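 active = inhibition above the campaign mean of all compounds plus 3 SD, cut at about 26% in these data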;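 note: competitive labeling of PME-1 active site by serine hydrolase directed probe; 0% = PME-1 with DMSO and 100% = wells lacking PME-1 enzyme; inhibitors block probe labeling so polarization falls and inhibition rises; many of its hits are not listed in these tables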
# Target sequence (Q9Y570 whole entry, looked up): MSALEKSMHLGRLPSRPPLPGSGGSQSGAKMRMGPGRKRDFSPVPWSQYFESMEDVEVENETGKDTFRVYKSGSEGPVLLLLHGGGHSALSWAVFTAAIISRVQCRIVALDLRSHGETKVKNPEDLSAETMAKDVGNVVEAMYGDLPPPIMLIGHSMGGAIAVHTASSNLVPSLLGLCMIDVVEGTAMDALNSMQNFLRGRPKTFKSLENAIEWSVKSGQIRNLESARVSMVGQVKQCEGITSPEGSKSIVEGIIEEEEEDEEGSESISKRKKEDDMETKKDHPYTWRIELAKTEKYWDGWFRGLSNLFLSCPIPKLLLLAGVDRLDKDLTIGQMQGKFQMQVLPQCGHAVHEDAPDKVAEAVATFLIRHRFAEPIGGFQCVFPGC
# * marks the source's active call; other numbers are inactive results; nt = not tested or not shown.
SMILES,BCLXL inh,GRK2 aptamer HTS,VLA-4 inh,MCL1-BIM inh,MEX-5 binding,Efflux pump inh,Fam108B inh,GLD-1 RNA inh,PME-1 primary
CC1CCCCC12NC(=O)N(CC(=O)N1CCN(c3ccccc3)CC1)C2=O (stereo not given),nt,0,3,nt,nt,-0.1,nt,3,nt
COc1ccc(C(=O)Nc2ccc3c(c2)OCO3)cc1OC,1,2,9,5,0.0,0.0,4,7,4
Cc1nn(Cc2ccc([N+](=O)[O-])cc2)c(=O)n1-c1ccccc1,3,0,-12,4,-0.3,-0.1,5,2,-5
O=C(CSc1nc2ccccc2o1)Nc1cc(C(F)(F)F)ccc1N1CCOCC1,1,1,-1,-8,-2.0,-0.1,-2,1,-4
CC(C)=CC(=O)OCC(=O)Nc1nc(C)c(Cl)cc1Cl,8,2,11,8,0.4,-0.1,4,-3,1
CC(N=C(NS(=O)(=O)c1ccc(Cl)cc1)c1ccccc1)C(=O)O (stereo not given),4,3,11,6,1.6,0.0,-2,-5,-9
COc1ccc(S(=O)(=O)N(CCc2ccccc2)CC(=O)O)cc1,6,3,-16,7,-1.3,-0.1,-1,9,3
Cc1ccc(NC(=O)c2cc(S(=O)(=O)N3CCOCC3)c(Br)s2)cc1,-4,0,12,0,2.4,-0.3,-5,-4,-10
CCOC(=O)c1c(C)[nH]c(C(=O)OCc2ccc(F)cc2)c1C,nt,2,2,nt,1.2,0.9,nt,nt,nt
CCOC(=O)c1ccc(NCc2ccc(N(C)C)cc2)cc1,4,1,2,14,-1.1,0.0,2,5,0
CCN(CC(=O)Nc1c(F)cccc1F)C(=O)c1nc2nccc(C)n2n1,11,2,-2,7,nt,0.1,nt,7,2
COc1ccc(NC(=S)N2CCN(C(=O)c3ccco3)CC2)cc1,0,0,3,7,-1.1,-0.1,1,-2,-5
Cc1cc(C)nc(NC(=O)CSc2ncccn2)n1,2,1,27,-3,-3.0,0.0,-4,5,-2
O=C(NCc1ccco1)c1ccc(Cl)c(S(=O)(=O)N2CCc3ccccc32)c1,-3,0,-10,2,2.6,-0.3,0,-3,0
CC1CCN(C(=O)CSc2nc3ccccc3[nH]2)CC1,0,0,-9,5,-1.0,-0.3,2,-1,-2
Clc1ccc(-n2c(SC/C=C/c3ccccc3)nnc2-c2cccnc2)cc1,-7,1,10,-1,0.6,0.1,0,-3,4
CCN(C(=O)COC(=O)c1cccc(S(=O)(=O)N2CCOCC2)c1)C1CCS(=O)(=O)C1 (stereo not given),3,3,4,2,2.2,0.1,2,4,0
Cc1ccc(-c2c(C)sc(NC(=O)C3C4CCC(O4)C3C(=O)O)c2C(=O)OC(C)C)cc1 (stereo not given),7,6,1,1,nt,0.2,3,-2,-2
Cc1c(C(=O)NCc2nnc(-c3ccccc3)o2)oc2c(F)cccc12,nt,0,4,nt,0.4,-0.7,nt,nt,nt
CC(=O)N1c2c(cc(Br)cc2S(=O)(=O)NCc2ccc(C)cc2)CC1C (stereo not given),6,2,7,5,1.2,-0.2,-1,6,3
CC1CC(=O)N(CC(=O)Nc2ccc(Br)cc2)c2ccccc2S1(=O)=O (stereo not given),0,0,30,4,0.4,-0.1,-2,1,-8
O=C1CCN(S(=O)(=O)c2ccccc2)N1,-1,4,-7,0,-0.8,0.1,2,-4,2
CC(Nc1nc(-c2ccc(F)cc2)cs1)c1nc2cc(Cl)c(Cl)cc2n1CCOCCO (stereo not given),2,1,12,9,0.8,0.1,-2,1,4
c1ccc(-c2nc(CSc3nnnn3-c3ccccc3)cs2)cc1,-2,0,-5,5,2.1,0.2,0,-5,8
Cc1ccc(C2CCN(C(=S)NC(C)(C)C)C2)cc1 (stereo not given),11,0,4,9,2.4,0.5,0,-3,-4
O=C(CCC(=O)N/N=C/c1ccco1)N/N=C/c1ccco1,1,0,5,3,0.3,0.0,2,2,1
COc1cc(NC(=O)C2CC(c3ccc(Cl)cc3)=NO2)cc(OC)c1OC (stereo not given),4,4,-13,-1,1.0,0.0,-2,4,0
COc1ccc(CN=C(C#N)C2=C(O)c3ccccc3C2=O)cc1,3,1,12,0,-0.6,0.1,1,-1,-6
Cc1cc(C(C)(C)C)oc1C(=O)N(CC(=O)NC1CCCC1)Cc1ccc(F)cc1,1,0,18,2,-2.6,-0.1,4,-2,-5
COc1ccc(CSCC(=O)NN=C2CCN(C)CC2)cc1,-2,0,5,2,2.3,-0.2,0,6,0

# The last two entries of the part before come first, to join the parts:
SMILES,BCLXL inh,GRK2 aptamer HTS,VLA-4 inh,MCL1-BIM inh,MEX-5 binding,Efflux pump inh,Fam108B inh,GLD-1 RNA inh,PME-1 primary
Cc1cc(C(C)(C)C)oc1C(=O)N(CC(=O)NC1CCCC1)Cc1ccc(F)cc1,1,0,18,2,-2.6,-0.1,4,-2,-5
COc1ccc(CSCC(=O)NN=C2CCN(C)CC2)cc1,-2,0,5,2,2.3,-0.2,0,6,0
NC(N)=NS(=O)(=O)c1ccc(NC(=S)NC(=O)c2ccc(Br)cc2)cc1,4,0,11,9,1.3,-0.1,-5,-3,-18
CCOc1ccc(CO/N=C/c2c(C)[nH]c(=O)[nH]c2=O)cc1,6,2,19,3,1.5,0.0,4,-1,-1
CC1(O)C(=O)C=C2C=C(C3CC3)OC=C2C1=O (stereo not given),21,5,13,31,-60*,0.1,5,23,10
Cc1ccc(S(=O)(=O)N2[C@@H](c3cccc(Cl)c3)C(C(=O)O)=CC[C@H]2c2cccc(C)c2)cc1,6,3,5,13,nt,0.0,1,-3,5
N#Cc1ccc(C(=O)Nc2cc(S(=O)(=O)Nc3ccc(Cl)cc3)ccc2N2CCCCC2)cc1,0,0,-6,-3,1.7,0.1,-15,3,-6
COc1ccccc1NC(=O)C1CCCN(S(=O)(=O)c2cccc3nsnc23)C1 (stereo not given),2,0,-4,-3,5.1,0.0,0,-4,0
COc1ccccc1NC(=O)C(C)OC(=O)/C=C/c1ccc2ccccc2n1 (stereo not given),0,6,7,-6,-1.5,-0.1,2,8,-4
c1cncc(-c2ccc3ncnc(NCc4ccc5c(c4)OCO5)c3c2)c1,nt,2,8,nt,nt,-0.2,nt,3,nt
Cc1ccc(NNC(=O)C2CCC2)cc1C,10,2,2,3,-2.7,0.0,3,-1,8
CCN(CC)C(=O)Oc1ccc(Br)c2ccccc12,5,2,-3,6,-2.8,-0.1,1,0,0
CC(=O)c1sc(NC(=O)C(C)Oc2ccc3c(C)cc(=O)oc3c2)nc1C (stereo not given),3,3,-15,0,1.8,-0.7,-3,4,4
CC(C)(CN1CCN(Cc2ccccc2)CC1)NS(=O)(=O)c1ccc(Cl)cc1,6,0,-1,1,0.1,0.0,0,1,7
COc1ccc(CNC(=O)C2CCC(CNS(=O)(=O)c3cccs3)CC2)cc1 (stereo not given),2,1,2,-1,-0.5,0.0,-2,0,-4
O=C(NCCNc1nccc(C(F)(F)F)n1)c1cccc(C(F)(F)F)c1,8,0,-4,5,1.4,-0.2,-3,1,0
COc1ccccc1OCCn1cc(/C=C(\C#N)C(=O)NCc2ccco2)c2ccccc21,-4,3,-16,-7,-1.8,-0.1,-1,-1,-1
CC(C)(C)OC(=O)NC(Cc1ccccc1)C(=O)O (stereo not given),12,1,-6,4,-0.5,-0.1,2,6,3
COc1ccc(OC)c(C(=O)c2coc3ccc(OC)cc23)c1,2,2,-9,4,1.8,0.0,-1,7,8
Cc1cccc(NC(=O)CSCc2cc(=O)n3nc(C4CC4)sc3n2)c1,3,0,11,1,-1.4,-0.1,2,-1,3
COc1ccc(C2=NN(C(=O)CCC(=O)O)C(c3ccc(OC)c(OC)c3)C2)cc1 (stereo not given),3,1,2,3,0.4,-0.1,-1,-3,5
CC(=O)c1ccc(N2CCN(C(=O)COc3ccc4c(c3)CCC4)CC2)cc1,5,4,2,14,0.4,0.0,3,3,2
COc1ccc(NC(=S)N2CCN(C(=O)c3ccccc3)CC2)cc1,1,0,-2,4,2.2,0.0,-4,0,-5
CCCCN(CCCC)Cc1ccc(C(=O)NN)o1,6,0,14,3,4.9,0.3,-4,3,-2
COc1ccc(NC(=O)C(=O)NCC(c2ccco2)N2CCc3ccccc3C2)cc1 (stereo not given),4,1,16,3,-3.1,-0.1,-6,7,-8
CN(C)/C(CN1CCOCC1)=C1\N=C(c2ccccc2)OC1=O,1,1,-23,-1,1.1,0.3,-2,-1,3
CCOC(=O)c1ccccc1-c1csc(N)n1,0,0,-5,9,-2.9,-0.1,-3,2,-4
Cc1ccc(C)c(NC(=O)CN(C)S(=O)(=O)c2cccc3cccnc23)c1,1,6,-5,-3,0.2,0.0,1,3,25

# Ordered by molar mass (lowest first): part of the list above.
SMILES,BCLXL inh,GRK2 aptamer HTS,VLA-4 inh,MCL1-BIM inh,MEX-5 binding,Efflux pump inh,Fam108B inh,GLD-1 RNA inh,PME-1 primary
CCOC(=O)c1ccccc1-c1csc(N)n1,0,0,-5,9,-2.9,-0.1,-3,2,-4
CC(C)(C)OC(=O)NC(Cc1ccccc1)C(=O)O (stereo not given),12,1,-6,4,-0.5,-0.1,2,6,3
CN(C)/C(CN1CCOCC1)=C1\N=C(c2ccccc2)OC1=O,1,1,-23,-1,1.1,0.3,-2,-1,3
COc1ccc(NC(=S)N2CCN(C(=O)c3ccccc3)CC2)cc1,1,0,-2,4,2.2,0.0,-4,0,-5
COc1ccccc1NC(=O)C(C)OC(=O)/C=C/c1ccc2ccccc2n1 (stereo not given),0,6,7,-6,-1.5,-0.1,2,8,-4
Cc1ccc(C)c(NC(=O)CN(C)S(=O)(=O)c2cccc3cccnc23)c1,1,6,-5,-3,0.2,0.0,1,3,25
Cc1cccc(NC(=O)CSCc2cc(=O)n3nc(C4CC4)sc3n2)c1,3,0,11,1,-1.4,-0.1,2,-1,3
COc1ccc(C2=NN(C(=O)CCC(=O)O)C(c3ccc(OC)c(OC)c3)C2)cc1 (stereo not given),3,1,2,3,0.4,-0.1,-1,-3,5
COc1ccccc1NC(=O)C1CCCN(S(=O)(=O)c2cccc3nsnc23)C1 (stereo not given),2,0,-4,-3,5.1,0.0,0,-4,0
N#Cc1ccc(C(=O)Nc2cc(S(=O)(=O)Nc3ccc(Cl)cc3)ccc2N2CCCCC2)cc1,0,0,-6,-3,1.7,0.1,-15,3,-6

# An excerpt; the hit share may differ from the screen's.
